RGS4 inh: inhibitors of human regulator of G protein signaling 4 | P49798 | AID 504845 | Potency, µM (titrated, usually from 114 µM), for inactives: top-dose activity change, negative = inhibition, hits mostly inhibitors | 0.039% of 390,000 active | Transcreener GDP fluorescence polarization, RGS4-accelerated GTP hydrolysis; note: % is set by controls: 0 for no effect and ±100 for the full control effect; nearly all actives have a fitted effect of over 75% in size; some results filed as inactive show a strong effect at the top dose
Target sequence (P49798 whole entry, looked up): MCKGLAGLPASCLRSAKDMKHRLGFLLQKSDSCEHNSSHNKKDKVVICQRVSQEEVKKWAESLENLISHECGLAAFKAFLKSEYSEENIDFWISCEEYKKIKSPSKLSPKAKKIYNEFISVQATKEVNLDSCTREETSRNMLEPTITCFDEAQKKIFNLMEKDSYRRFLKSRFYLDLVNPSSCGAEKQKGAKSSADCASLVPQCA
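MLSMR compounds (23 nl, pin-transferred) preincubated 10 min at room temperature with a 500nM (2x) first reagent, then RGS4 at 900nM (2x) plus Transcreener GDP mix added; fluorescence polarization (620/688 nm) read before and after 90 min at 30 °C.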
JMJD2A Tudor inh: blocks the human JMJD2A Tudor domain. O75164. AlphaScreen JMJD2A-Tudor / H3K4me3 peptide binding. Potency, µM (titrated, usually from 114 µM), without a hit: at the highest dose activity change, negative = inhibition, hits mostly inhibitors. 4.4% of 390,000 active. AID 504339; note: % is set by controls: 0 for no effect and ±100 for the full control effect; nearly all actives have a fitted effect of over 50% in size
ERG Ets-DNA blk: inhibitors of human ERG Ets domain-DNA interaction; P11308; fluorescence polarization, His-ERG Ets domain / labelled DNA; Potency, µM (series often up to 76.9 µM), without a hit: top-dose FP activity, negative = inhibition, most hits filed as inhibitors; 0.028% of 370,000 active; AID 624246; active = well fitted inhibition curve with a large enough effect in the polarisation, with a control signal flat; inconclusive = small, poorly fitted or top-dose-only effect, or effect the other way, or a change in a side signal; inactive = no such curve, though single readings can be large or run the other way; the % refers to the polarisation;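 note: polarization taken with two DNA probes labelled with fluorescein and Texas red; % of control where 0% means no effect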
Target sequence (P11308 whole entry, looked up, the tested form may be a part): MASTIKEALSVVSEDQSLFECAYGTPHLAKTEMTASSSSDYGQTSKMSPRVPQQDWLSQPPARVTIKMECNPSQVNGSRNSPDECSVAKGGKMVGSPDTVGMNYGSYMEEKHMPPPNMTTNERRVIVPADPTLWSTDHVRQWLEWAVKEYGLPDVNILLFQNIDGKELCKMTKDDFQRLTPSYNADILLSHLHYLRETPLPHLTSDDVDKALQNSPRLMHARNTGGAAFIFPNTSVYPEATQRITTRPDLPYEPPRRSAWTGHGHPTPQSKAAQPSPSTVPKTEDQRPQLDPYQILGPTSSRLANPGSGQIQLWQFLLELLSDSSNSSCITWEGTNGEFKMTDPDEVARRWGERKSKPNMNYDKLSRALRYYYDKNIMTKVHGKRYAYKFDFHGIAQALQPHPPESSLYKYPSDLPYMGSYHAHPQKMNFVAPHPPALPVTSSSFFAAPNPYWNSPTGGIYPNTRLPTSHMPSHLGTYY
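His-tagged ERG Ets domain (1 uM in the protein solution; 300mM KCl, 50mM Tris-HCl, 1mM EDTA, 1mM DTT, pH 7.5) received compound, then a probe mix of 5 nM fluorescein-DNA and 100nM Texas-615-DNA. Fluorescence polarization was read for both dyes.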
ALOX12 inh: blocks human arachidonate 12S-lipoxygenase; purified 12hLO, xylenol orange hydroperoxide absorbance; Potency, µM (series often up to 108 µM), for the others: at the top dose activity change, negative = inhibition, usual class: inhibitors; AID 1671190; P18054; 1.1% of 580,000 active; note: % is set by controls: 0 for no effect and ±100 for the full control effect
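Purified human 12hLO (150 nM final) in 25 mM Hepes, 0.01% Triton X-100, pH 7.0 was preincubated 15 min at room temperature with compound. Then 40 uM arachidonic acid was added, 30 min. Hydroperoxide was read by Fe-XO absorbance ratio 573/405 nm.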
GLS inhibitor: blocks human kidney-isoform glutaminase activity. 0.21% of 410,000 active. GLS enzymatic activity, qHTS titration. Potency, µM (series often up to 45.5 µM), for inactives: top-dose activity change, negative = inhibition, most hits filed as inhibitors. O94925; note: % is set by controls: 0 for no effect and ±100 for the full control effect
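Enzyme dispensed in phosphate buffer (45 mM, pH 8.2, 0.02% Tween-20), compounds pinned in, then 1 mM L-glutamine solution and the glutamate oxidase–HRP–Amplex Red mix added; fluorescence read immediately and again after 30 min at room temperature.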
HP1b chromo inh: blocks HP1-beta chromodomain binding to methylated histone tails | P83916 | AlphaScreen HP1-beta / biotin-H3K9me3 peptide binding | Potency, µM (top dose mostly 114 µM), for the others: top-dose activity change, negative = inhibition, actives largely listed as inhibitors | 0.56% of 390,000 active | AID 540317; note: nearly all actives have a fitted effect of over 70% in size; inactives centre near 23
Target sequence (P83916 whole entry, looked up): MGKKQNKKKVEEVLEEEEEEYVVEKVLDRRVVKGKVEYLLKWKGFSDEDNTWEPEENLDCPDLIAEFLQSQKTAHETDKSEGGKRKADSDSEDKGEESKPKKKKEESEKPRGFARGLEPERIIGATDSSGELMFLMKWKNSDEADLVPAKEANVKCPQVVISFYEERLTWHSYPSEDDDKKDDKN
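AlphaScreen: HP1-beta (50 nM) preformed 30 min with biotin-H3(1-18)K9me3 peptide (50 nM) in PBS pH 7.4, 0.01% Tween-20. Compound added for 30 min at RT, then streptavidin donor/nickel chelate acceptor beads (10 ug/mL) for 30 min.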
Pin1 inh: blocks the human prolyl isomerase Pin1. Q13526. Pin1 FP peptide displacement, HiFluor488, 10 min. Potency, µM (doses to about 115 µM), without a hit: top-dose activity, negative = inhibition, usual class: inhibitors. 0.009% of 390,000 active. AID 504891; active = well fitted inhibition curve with a large enough effect in the polarisation, with a control signal flat, not every such curve was filed as active; inconclusive = small, poorly fitted or top-dose-only effect, or effect the other way, or a change in a side signal; inactive = no such curve, though single readings can be large or run the other way; the % refers to the polarisation; note: % is set by controls: 0 for no effect and ±100 for the full control effect
Target sequence (Q13526 whole entry, looked up): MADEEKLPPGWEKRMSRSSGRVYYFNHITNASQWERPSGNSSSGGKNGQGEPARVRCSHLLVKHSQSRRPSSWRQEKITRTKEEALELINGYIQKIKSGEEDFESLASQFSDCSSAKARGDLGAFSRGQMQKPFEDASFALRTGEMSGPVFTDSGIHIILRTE
rTrxR1 inhibitor: blocks rat thioredoxin reductase 1; O89049; recombinant rTrxR1, NADPH fluorescence consumption, selenite substrate; Potency, µM (highest dose often 114 µM), inactives show at the top dose activity change, negative = inhibition, actives largely listed as inhibitors; 1% of 390,000 active; note: % is set by controls: 0 for no effect and ±100 for the full control effect; nearly all actives have a fitted effect of over 65% in size
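Rat TrxR1 (90 nM in the dispensed reagent) was pre-reduced with 400 uM NADPH for 5 min at room temperature, then incubated with compound for 15 min. After 400 uM selenite was added, NADPH fluorescence (Ex 340/Em 450 nm) was followed for 8 min.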
Tb PGK inh: T. brucei PGK inhibition; 0.043% of 380,000 active; P07378; Potency, µM (series often up to 57.5 µM), for inactives: top-dose activity change, negative = inhibition, actives largely listed as inhibitors; AID 602233; PGK/GAPDH coupled, Kinase-Glo luminescence, 60 min; note: % is set by controls: 0 for no effect and ±100 for the full control effect; nearly all actives have a fitted effect of over 60% in size
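Recombinant glycosomal PGK reaction used 1,3-bisphosphoglycerate generated in-well by GAPDH (100nM final) in 100mM TEA pH 7.6, 5mM MgCl2, 0.01% Tween-20. After 60 minutes at room temperature, ATP was read by Kinase-Glo Plus luminescence end-point.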
The depositor's hits bear a star; [ ] = another dose, or the depositor's remark. Unless noted, calls come from the whole dose curve; as a rule, active = well fitted curve in the direction sought with a large enough effect; inconclusive = small, poorly fitted or top-dose-only effect, or another doubt; inactive = no such curve, though single readings can be large; an effect the other way counts as inactive or inconclusive. Potency is the fitted concentration of half-maximal effect. This is a subset; count on the stated rates, not on these rows.

Screening O=C(c1cc(COc2c(F)cccc2F)on1)N1CCCCCC1 returned RGS4 inh 12%, JMJD2A Tudor inh 17%, ERG Ets-DNA blk 8%, ALOX12 inh 14%, GLS inhibitor 0%, HP1b chromo inh 28%, Pin1 inh -3%, rTrxR1 inhibitor 9% and Tb PGK inh -6%.
`CCOC(=O)c1sc(NC(=O)c2ccncc2)nc1C` gave RGS4 inh -1%, JMJD2A Tudor inh -9%, ERG Ets-DNA blk 2%, ALOX12 inh 340%[activator], GLS inhibitor 6%, HP1b chromo inh 15%, Pin1 inh -1%, rTrxR1 inhibitor -11% and Tb PGK inh -9%.
For CCNC(=O)[C@H]1O[C@@H](n2cnc3c(N)nc(NCCc4ccc(CCC(=O)O)cc4)nc32)[C@H](O)[C@@H]1O the results were RGS4 inh inconclusive, JMJD2A Tudor inh -27%, ERG Ets-DNA blk 9%, ALOX12 inh -26%, GLS inhibitor 1%, HP1b chromo inh 39%[activator], Pin1 inh -10%, rTrxR1 inhibitor 15%[57.1 µM] and Tb PGK inh -4%.
Cc1ccnc(NS(=O)(=O)c2ccc(NC(=O)c3ccc(S(=O)(=O)N(C)C)cc3)cc2)n1 was read as RGS4 inh -27%, JMJD2A Tudor inh -12%, ERG Ets-DNA blk -4%, ALOX12 inh -16%, GLS inhibitor 2%, HP1b chromo inh 17%, Pin1 inh 0% and rTrxR1 inhibitor 17%.
Screening C[C@@H](C(=O)NC1CCCCC1)N1C(=O)N2CCc3c([nH]c4ccccc34)[C@@]2(C)C1=O returned RGS4 inh 8%, JMJD2A Tudor inh -33%, ERG Ets-DNA blk -6%, ALOX12 inh 15%, GLS inhibitor -8%, HP1b chromo inh 3%, Pin1 inh -7%, rTrxR1 inhibitor 5% and Tb PGK inh 3%.
Screening CCOC(=O)CN(C)S(=O)(=O)c1ccc(-c2cc(C(=O)OC)sc2C(F)(F)F)cc1 returned RGS4 inh 26%, JMJD2A Tudor inh 9%, ERG Ets-DNA blk -3%, ALOX12 inh 0%, GLS inhibitor 0%, HP1b chromo inh 46%[activator], Pin1 inh 1%, rTrxR1 inhibitor 26% and Tb PGK inh -8%.
Screening O=C(Nc1ccc(S(=O)(=O)N2CCCC2)cc1)c1cnccn1 returned RGS4 inh 22%, JMJD2A Tudor inh -1%, ERG Ets-DNA blk -9%, ALOX12 inh -8%, GLS inhibitor -1%, HP1b chromo inh 22%, Pin1 inh -14%, rTrxR1 inhibitor -3% and Tb PGK inh -8%.
Cc1ccc(NC(=O)Cn2c(-c3ccc4c(c3)OCO4)cn(-c3ccccc3)c2=O)cc1C was read as RGS4 inh 21%, JMJD2A Tudor inh inconclusive, ERG Ets-DNA blk 4%, ALOX12 inh -19%, GLS inhibitor 1%, HP1b chromo inh -18%, Pin1 inh 13%, rTrxR1 inhibitor 13% and Tb PGK inh inactive.
C[C@@H](NCCCn1ccc(NC(=O)OCc2ccccc2)nc1=O)c1cccc2ccccc12 was read as RGS4 inh 4%, JMJD2A Tudor inh -23%, ERG Ets-DNA blk -12%, ALOX12 inh inconclusive, GLS inhibitor -3%, HP1b chromo inh 13%, Pin1 inh 7%, rTrxR1 inhibitor 8% and Tb PGK inh 6%.
For O=C(COC(=O)C1(c2ccc(F)cc2)CCCC1)N1CCc2ccccc21 the results were RGS4 inh 14%, JMJD2A Tudor inh 18%, ERG Ets-DNA blk -4%, ALOX12 inh -13%, GLS inhibitor -1%, HP1b chromo inh 47%[activator], Pin1 inh 3%, rTrxR1 inhibitor -9% and Tb PGK inh 0%.
`COC(=O)C1=C2SCC(=O)N2C(N)=C(C#N)C1` gave RGS4 inh -7%, JMJD2A Tudor inh -23%, ERG Ets-DNA blk 3%, ALOX12 inh inconclusive, GLS inhibitor -28%, HP1b chromo inh 23%, Pin1 inh 4%, rTrxR1 inhibitor -1%[57.1 µM] and Tb PGK inh -7%.
`Cc1ccc(NC(=O)C(Cc2ccccc2)NC(=O)c2ccco2)cc1` (configuration not stated) gave RGS4 inh 17%, JMJD2A Tudor inh 1%, ERG Ets-DNA blk 3%, ALOX12 inh 7%, GLS inhibitor 1%, HP1b chromo inh 3%, Pin1 inh 12%, rTrxR1 inhibitor 28% and Tb PGK inh -10%.
For Cc1ccc(C(=O)NCCCn2ccnc2)cn1 the results were RGS4 inh -4%, JMJD2A Tudor inh 5%, ERG Ets-DNA blk -1%, ALOX12 inh 0%, GLS inhibitor 0%, HP1b chromo inh 11%, Pin1 inh -5%, rTrxR1 inhibitor 9% and Tb PGK inh -7%.
`COc1cccc(/C=N/Nc2nnc(C)n2N)c1OCc1ccccc1Cl` gave RGS4 inh -14%, JMJD2A Tudor inh -30%, ERG Ets-DNA blk 10%, ALOX12 inh 22%, GLS inhibitor 14%, HP1b chromo inh 8%, Pin1 inh -5%, rTrxR1 inhibitor 2% and Tb PGK inh 7%.
Screening Cc1cc[n+](Cc2ccc([N+](=O)[O-])cc2)cc1 returned RGS4 inh 11%, JMJD2A Tudor inh -12%, ERG Ets-DNA blk 11%, ALOX12 inh 1%, GLS inhibitor 3%, HP1b chromo inh 11%, Pin1 inh -3%, rTrxR1 inhibitor 20%[57.1 µM] and Tb PGK inh -4%.
`COc1ccc2oc(=O)c(C(=O)N3CCCC3)cc2c1` gave RGS4 inh 26%, JMJD2A Tudor inh -9%, ERG Ets-DNA blk -13%, ALOX12 inh -4%, GLS inhibitor 3%, HP1b chromo inh 18%, Pin1 inh -4%, rTrxR1 inhibitor 9% and Tb PGK inh 14%.
For CS(=O)(=O)N1CCc2cc(-c3csc(NCC4CCCO4)n3)ccc21 (configuration not stated) the results were RGS4 inh -33%, JMJD2A Tudor inh -23%, ALOX12 inh 23%, GLS inhibitor 55%[activator], HP1b chromo inh 20%, Pin1 inh 7%, rTrxR1 inhibitor 8% and Tb PGK inh -9%.
Screening Cc1ccc(CNC(=O)CNC(=O)[C@@H]2Cc3ccccc3CN2)cc1 returned RGS4 inh -3%, JMJD2A Tudor inh -10%, ERG Ets-DNA blk 21%, ALOX12 inh 10%, GLS inhibitor 2%, HP1b chromo inh 46%[activator], Pin1 inh -3%, rTrxR1 inhibitor 29% and Tb PGK inh -9%.
For Cc1ccc(-c2ccc(C(=O)O)c(C)n2)cc1 the results were RGS4 inh -15%, JMJD2A Tudor inh -12%, ALOX12 inh -1%, GLS inhibitor 2%, HP1b chromo inh 31%, Pin1 inh 2%, rTrxR1 inhibitor 12% and Tb PGK inh -1%.
For COc1cc(OC)c(C(=O)N2CCCC2)cc1OC the results were RGS4 inh -11%, JMJD2A Tudor inh -15%, ERG Ets-DNA blk 1%, ALOX12 inh -1%, GLS inhibitor 0%, HP1b chromo inh 28%, Pin1 inh 2%, rTrxR1 inhibitor 21% and Tb PGK inh 3%.
Screening CCCCOc1ccc(/C=C/C(=O)OCC(=O)NC2CCS(=O)(=O)C2)cc1OCC (configuration not stated) returned RGS4 inh -6%, JMJD2A Tudor inh -5%, ERG Ets-DNA blk -5%, ALOX12 inh 5%, GLS inhibitor 3%, HP1b chromo inh 21%, Pin1 inh -3%, rTrxR1 inhibitor -4% and Tb PGK inh 3%.
`O=C(Nc1ccc(S(=O)(=O)N2CCN(c3ccccc3)CC2)cc1)c1cccs1` gave RGS4 inh -11%, JMJD2A Tudor inh -24%, ALOX12 inh inconclusive, GLS inhibitor 6%, HP1b chromo inh 2%, Pin1 inh 46%[activator], rTrxR1 inhibitor 27% and Tb PGK inh 4%[11.5 µM].
Cc1cccc(Oc2ccccc2N)c1 was read as RGS4 inh 12%, JMJD2A Tudor inh -17%, ERG Ets-DNA blk -2%, ALOX12 inh inconclusive, GLS inhibitor 8%, HP1b chromo inh 15%, Pin1 inh -8%, rTrxR1 inhibitor -5% and Tb PGK inh inactive.
`COc1ccc(C)cc1S(=O)(=O)N(CC(=O)N1CCOCC1)c1cc(C)cc(C)c1` gave RGS4 inh 0%, JMJD2A Tudor inh -4%, ERG Ets-DNA blk -3%, ALOX12 inh 0%, GLS inhibitor 0%, HP1b chromo inh 18%, Pin1 inh -2%, rTrxR1 inhibitor 10% and Tb PGK inh 8%.
For CCOc1ccc(C(=O)OCC(=O)Nc2nc(OC)cc(OC)n2)cc1OCC the results were RGS4 inh -3%, JMJD2A Tudor inh 12%, ERG Ets-DNA blk 5%, ALOX12 inh -3%, GLS inhibitor 0%, HP1b chromo inh 18%, Pin1 inh 2%, rTrxR1 inhibitor -2% and Tb PGK inh -14%.
Screening COc1ccc(CCN2CC(C(=O)NCc3cc(C(C)C)no3)CCC2=O)cc1 (configuration not stated) returned RGS4 inh -10%, JMJD2A Tudor inh -3%, ERG Ets-DNA blk -1%, ALOX12 inh -1%, GLS inhibitor -3%, HP1b chromo inh 30%, Pin1 inh 0%, rTrxR1 inhibitor 15% and Tb PGK inh -11%.
For Oc1[nH]c2ccccc2c1N=Nc1nc2ccccc2s1 the results were RGS4 inh -6%, JMJD2A Tudor inh 0%, ERG Ets-DNA blk 5%, ALOX12 inh -7%, GLS inhibitor 0%, HP1b chromo inh 20%, Pin1 inh 14%, rTrxR1 inhibitor -11% and Tb PGK inh 2%.
